Source: PubChem BioAssay (several laboratories)
TRPC4 act: opens the mouse TRPC4 cation channel; Q9QUQ5; HEK293 TRPC4beta/mu-opioid, Fluo4 calcium fluorescence; stronger effect = higher value; B-score at 10 µM; 310,000 tested, 0.49% active;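 active = B-score above 5 SD of library B-scores, and initial fluorescence ratio not above library mean plus 5 SD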;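 note: positive B-score marks a calcium rise read as TRPC4 activation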
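Assay system: HEK293 stable line with TRPC4beta plus mu-opioid receptor. Times: dye 45 min RT, read 110 s. Measured by: kinetic Fluo4 calcium fluorescence. Measure: B score of integrated ratio. Controls: assay buffer as low control, maximal DAMGO as high control.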
KCNK3 inh: human KCNK3 channel inhibition, primary screen. B-score at 10 µM. AID 602410. CHO-KCNK3 thallium flux, FluxOR fluorescence; stronger effect = lower value. 340,000 tested, 0.84% active. O14649;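 active = B-score under library mean minus 4 SD, starting fluorescence ratio at most library mean plus 5 SD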;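 note: more negative B-score means stronger inhibition of thallium flux through KCNK3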
Target sequence (O14649 whole entry, looked up): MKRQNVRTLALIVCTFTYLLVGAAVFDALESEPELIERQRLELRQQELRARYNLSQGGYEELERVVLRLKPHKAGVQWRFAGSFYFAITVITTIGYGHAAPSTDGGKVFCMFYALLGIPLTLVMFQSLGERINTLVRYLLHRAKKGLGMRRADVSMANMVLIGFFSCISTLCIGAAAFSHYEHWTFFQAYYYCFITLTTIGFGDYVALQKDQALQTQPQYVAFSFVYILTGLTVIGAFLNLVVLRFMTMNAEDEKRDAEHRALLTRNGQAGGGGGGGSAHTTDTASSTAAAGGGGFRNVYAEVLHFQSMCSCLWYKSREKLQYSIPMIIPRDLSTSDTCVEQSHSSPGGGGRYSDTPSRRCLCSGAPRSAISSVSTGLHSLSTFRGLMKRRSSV
TMEM16A inh: blocks the mouse calcium-activated chloride channel TMEM16A; Q8BHY3; HEK293 TMEM16A/YFP iodide influx fluorescence, ionomycin; normalized B-score (activity score, 25-100; higher = stronger inhibition) at 10 µM; 310,000 tested, 1.2% active;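 active = ratio plate-corrected score three or more library SD toward inhibition, starting fluorescence score within five deviations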;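 note: score derived from kinetic fluorescence span divided by baseline fluorescence per well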
KCNQ1 block: blocks the human KCNQ1 potassium channel. CHO-K1 KCNQ1, FluxOR thallium flux fluorescence; stronger effect = higher value. B-score at 10 µM. 310,000 tested, 1.3% active. P51787. AID 2642;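 active = compounds whose thallium flux B-score, printed positive for inhibition, exceeds three library SD while starting fluorescence stays within three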;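 note: channel opened by potassium depolarization with thallium stimulus after 20 min compound exposure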
hERG protect: hERG (human) protection from proarrhythmic block; CHO-hERG, FluxOR thallium flux, dofetilide IC70 present; activation (rescue from dofetilide block), less the hit threshold, % at 10 µM; 310,000 tested, 0.51% active; AID 1511;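 active = activation above the mean of controls blocked by dofetilide plus 5 SD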;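 note: thallium influx through hERG after potassium depolarization seen as dye fluorescence rise; in these data hits start at about 4.7%; inactives centre near -7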
KCNQ1 act: potentiators or activators of human KCNQ1 potassium channel. P51787. CHO-K1 KCNQ1, thallium flux FluxOR fluorescence; stronger effect = higher value. B-score at 10 µM. 310,000 tested, 0.35% active;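 active = fluorescence ratio B-score, a plate-corrected score, at least three library SD, with initial intensity B-score within 5 SD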
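Material: CHO-K1 cells stably expressing KCNQ1. Medium: assay buffer for compound exposure, DMSO matched across wells. Reagent: K+/Tl+ depolarizing stimulus. Compound dosing: single-concentration screen. Times: 37 °C overnight plating, 90-min dark dye load, 20-min compound pretreatment. Technique: FluxOR Tl+ flux fluorescence.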
TRPC4 potent: allosterically enhances the mouse TRPC4 cation channel; 310,000 tested, 0.42% active; HEK293 TRPC4beta/mu-opioid, DAMGO EC20, Fluo-4 Ca2+ flux; stronger effect = higher value; Q9QUQ5; B-score at 10 µM; AID 2227;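 active = B-score of calcium response area above 5 SD of library B-scores, with initial fluorescence ratio within 5 SD of library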;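 note: B-score of integrated fluorescence ratio over time as area under calcium response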
Dyrk1A ADPGlo: Dyrk1A (rat) kinase inhibition; Q63470; ADP-Glo luminescence, NFATc1 peptide; inhibition, % at 12.5 µM; 310,000 tested, 0.43% active; AID 504441; in the data active = inhibition above about 50%;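 note: plate controls were vehicle with enzyme for no effect and no enzyme for full effect; many of its hits are not listed in these tables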
HDAC3 inhib: human HDAC3 inhibition; 320,000 tested, 0.15% active; O15379; recombinant HDAC3, fluorogenic peptide/trypsin coupled, fluorescence; inhibition, % at 8.3 µM; AID 2718; in the data active = inhibition above about 26%, passing the limit was not always enough; inconclusive = no clear call, values can overlap the other calls
TMEM16A act: activates or potentiates the mouse TMEM16A chloride channel; Q8BHY3; HEK293 TMEM16A/YFP-H148Q/I152L, iodide quench fluorescence; stronger effect = lower value; B-score at 10 µM; 340,000 tested, 0.3% active; AID 623877;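 active = fluorescence-ratio B-score plate-corrected deviation score at least 3 library SD below zero, with starting fluorescence score within 5 deviations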;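 note: channel opened by trigger with iodide after compound preincubation; score built on the fluorescence ratio of max minus min over baseline; more negative score means more quench and so TMEM16A activation or potentiation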
KCNK9 inh: inhibitors of human KCNK9 two-pore domain potassium channel | HEK293 KCNK9, FluxOR thallium flux fluorescence; stronger effect = lower value | B-score at 10 µM | 310,000 tested, 1.2% active | AID 488922;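 active = ratio B-score over 3 SD below the library mean, with starting fluorescence within 5 SD of its mean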;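 note: negative B-score means less thallium flux so channel inhibition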
Target sequence (Q9NPC2 whole entry, looked up, the tested form may be a part): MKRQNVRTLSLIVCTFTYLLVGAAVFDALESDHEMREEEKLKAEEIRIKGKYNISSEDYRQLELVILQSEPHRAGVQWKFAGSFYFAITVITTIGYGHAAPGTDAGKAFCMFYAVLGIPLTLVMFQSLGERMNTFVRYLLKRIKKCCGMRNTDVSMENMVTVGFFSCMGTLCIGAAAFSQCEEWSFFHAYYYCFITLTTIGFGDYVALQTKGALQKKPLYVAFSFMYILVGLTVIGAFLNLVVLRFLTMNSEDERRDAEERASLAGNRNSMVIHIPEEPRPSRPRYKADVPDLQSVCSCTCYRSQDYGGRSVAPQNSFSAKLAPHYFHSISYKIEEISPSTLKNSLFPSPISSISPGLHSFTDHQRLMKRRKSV
An asterisk follows results filed as active; i = inactive; ? = inconclusive; · = no result given.

SMILES | TRPC4 act | KCNK3 inh | TMEM16A inh | KCNQ1 block | hERG protect | KCNQ1 act | TRPC4 potent | Dyrk1A ADPGlo | HDAC3 inhib | TMEM16A act | KCNK9 inh
CCn1c(SCc2ccc([N+](=O)[O-])cc2)nnc1C(C)NC(=O)c1ccccc1Br (stereo not drawn) | i | i | i | i | -10 | i | i | -5 | 0 | i | i
O=C(CN1C(=O)c2ccccc2S1(=O)=O)NCCSc1ccccc1 | i | i | i | i | -8 | i | i | -10 | 5 | i | i
CCCCCCCCN=C1NC(=O)CS1 | i | i | i | i | -9 | i | i | -2 | -4 | i | i
Cc1ccc(S(=O)(=O)N(C)C)cc1NC(=O)COC(=O)c1ccc2c(=O)n3c(nc2c1)CCC3 | i | i | i | i | -17 | i | i | 2 | -2 | i | i
Cc1cccc2sc(N(CCCN(C)C)C(=O)c3ccc(Cl)s3)nc12 | i | i | i | i | -20 | i | i | 6 | · | i | i
O=C(NNS(=O)(=O)c1ccc([N+](=O)[O-])cc1)c1ccc2ccccc2c1O | i | i | i | 7* | -26 | i | i | 18 | 9 | i | i
O=C1NC2(CCCCC2)NN1c1ccccc1 | i | i | i | i | 3 | i | i | 0 | -2 | i | i
Cc1ccc(OC(=O)CCC(=O)OCCCC(F)(F)C(F)(F)F)cc1 | i | i | i | i | -4 | i | i | 3 | 13 | i | i
N#CCCC1CCCC=C1N(Cc1ccccc1)C(=O)C(Cl)Cl (stereo not drawn) | i | i | i | i | -5 | i | i | · | 0 | i | i
O=C1[C@@H]2[C@H](C(=O)N1O)[C@H]1C=C[C@@H]2C1 | i | i | i | i | -9 | i | i | 7 | 4 | i | i
COc1ccc(NC(=O)Cn2c(=O)oc3cc(Cl)ccc32)c(OC)c1 | i | i | i | i | -4 | i | i | 6 | 1 | i | i
Cc1ccc2nc(Nc3ccc(F)cc3)c3nncn3c2c1 | i | i | i | i | -3 | i | i | 2 | -9 | i | i
COc1ccc(C(=O)NNC(=O)CSc2nc3c(c(=O)n(C)c(=O)n3C)n2C)cc1 | i | i | i | i | -11 | i | i | · | 2 | i | i
CNC(=O)CO/N=C/c1ccc(N(C)C)cc1 | i | i | i | i | -14 | i | i | -5 | -3 | i | i
O=C(N/N=C/c1ccc[nH]1)c1ccncc1 | i | i | i | i | -9 | i | i | 2 | ? | i | i
CCOc1ccc(OCC)c(NC(=O)CSc2nc3c(c(=O)n(C)c(=O)n3C)n2CC)c1 | i | i | i | i | -4 | i | i | · | -2 | i | i
COc1ccc(Cl)cc1NC(=O)Cn1c(NCCO)nc2ccccc21 | i | i | i | i | -19 | i | i | · | -4 | i | i
O=C(N/N=C/c1cccs1)c1c[nH]c2ccccc12 | i | i | i | i | -4 | i | i | 5 | 6 | i | i
O=C(NNC(=S)Nc1ccc(Cl)c(Cl)c1)c1ccccn1 | i | i | i | i | -11 | i | i | -1 | 10 | i | i
CC(=O)C1=C(O)C(=O)N(Cc2ccccc2)C1c1cccs1 (stereo not drawn) | i | i | i | i | -9 | i | i | -15 | ? | i | i
Cc1cccc(C)c1NC(=O)N1CCC(N2CCCCC2)CC1 | i | i | i | i | -1 | i | i | -6 | 7 | i | i
CC(C)NC(=O)NC(=O)COC(=O)c1ccc(S(=O)(=O)Nc2ccccc2)cc1 | i | i | i | i | -11 | i | i | 1 | 2 | i | i
O=C(O)c1cn(-c2ccccc2)nc1C(=O)O | · | i | i | · | · | · | · | 0 | -3 | i | ·
CC1CCN(S(=O)(=O)c2ccc(C(=O)Nc3nnc(C4CC4)o3)cc2)CC1 | i | i | i | i | -3 | i | i | 7 | 3 | i | i
O=c1c2[nH]c3ccccc3c2ncn1C1CCCCC1 | i | i | i | i | -5 | i | i | -10 | -4 | i | i
Cc1ccc(C(=O)N2CCSC2=S)cc1 | i | i | i | i | -11 | i | i | 0 | 13 | i | i
CCOC(=O)C1=C(c2ccccc2)N=C2SCC(=O)N2C1c1ccc(OC)c(OC)c1 (stereo not drawn) | i | i | i | i | -6 | i | i | -1 | 7 | i | i
Cc1cc(C)nc(NC(=O)CSc2nc3ccccc3s2)n1 | i | i | i | i | -6 | i | i | 6 | 6 | i | i
O=C(c1ccccc1F)N1CCN(S(=O)(=O)c2ccc(Br)cc2)CC1 | i | i | i | i | -8 | i | i | -2 | 3 | i | i
CC(C)Cn1c(N)c(C(=O)COC(=O)CN2C(=O)C3CC=CCC3C2=O)c(=O)n(C)c1=O (stereo not drawn) | i | i | i | i | -5 | i | i | 1 | 8 | i | i
Cc1cc(Cl)nc(NC(=O)Nc2cccc(Cl)c2)n1 | i | i | i | i | -3 | i | i | 0 | 7 | i | i
O=C(NCc1ccccc1)c1ccc(/C=N/O)nc1 | i | i | i | i | -12 | i | i | -1 | -1 | i | i
CC(C)NC(=O)c1ccccc1NC(=O)C1CCCO1 (stereo not drawn) | i | i | i | i | -5 | i | i | 1 | -3 | i | i
COc1cccc(NC(C)C(=O)N2CC(C)OC(C)C2)c1 (stereo not drawn) | i | i | i | i | -8 | i | i | 6 | -2 | i | i
CC(C)(CNc1ccc([N+](=O)[O-])cc1Cl)CNS(C)(=O)=O | i | i | i | i | -7 | i | i | 3 | 5 | i | i
COc1ccc(S(=O)(=O)NCC(=O)NC2CC2)cc1OC | i | i | i | i | -10 | i | i | -2 | · | i | i
COc1ccc(CN2CCN(C(=O)C3CCC(CNS(=O)(=O)c4ccccc4)CC3)CC2)c(OC)c1OC (stereo not drawn) | i | i | i | i | -11 | i | i | 0 | 5 | i | i
COc1ccccc1N1CCN(C2CCCN(C(=O)CCc3ccccn3)C2)CC1 (stereo not drawn) | i | i | i | i | -4 | i | i | -3 | -1 | i | i
O=C(NS(=O)(=O)Oc1cccc(Cl)c1Cl)OC[C@@H]1CCCN2CCCCC12 (stereo partly drawn) | i | i | i | i | -14 | i | i | 1 | 4 | i | i
COCCOc1ccc(C(F)(F)F)cc1NC(=O)COC(=O)C12CC3CC(CC(O)(C3)C1)C2 | i | i | i | i | -5 | i | i | 1 | 8 | i | i
O=C(O)Cc1ccc(NC(=O)Cc2ccc3ccccc3c2)cc1 | i | i | i | i | -7 | i | i | -1 | 1 | i | i
COc1ccc(N2CCN(c3nc4c(c(=O)[nH]c(=O)n4C)n3Cc3cccc(C)c3)CC2)cc1 | i | i | i | i | -8 | i | i | -1 | -1 | i | i
COc1ccc(CCNC(=O)CCS(=O)(=O)c2cccc3nsnc23)cc1OC | i | i | i | i | -5 | i | i | -3 | 1 | i | i
COc1ccc(OC)c(NC(=O)CSc2nc3ccccc3cc2Cc2ccccc2)c1 | i | i | i | i | -1 | i | i | -1 | -1 | i | i
Cc1ccc(S(=O)(=O)N2CCCCCC2)cc1[N+](=O)[O-] | i | i | i | i | -10 | i | i | -4 | 3 | i | i

Ordered by SMILES length (rising): part of the list above
SMILES | TRPC4 act | KCNK3 inh | TMEM16A inh | KCNQ1 block | hERG protect | KCNQ1 act | TRPC4 potent | Dyrk1A ADPGlo | HDAC3 inhib | TMEM16A act | KCNK9 inh
O=C(NCc1ccccc1)c1ccc(/C=N/O)nc1 | i | i | i | i | -12 | i | i | -1 | -1 | i | i
O=C(O)Cc1ccc(NC(=O)Cc2ccc3ccccc3c2)cc1 | i | i | i | i | -7 | i | i | -1 | 1 | i | i
Cc1cccc2sc(N(CCCN(C)C)C(=O)c3ccc(Cl)s3)nc12 | i | i | i | i | -20 | i | i | 6 | · | i | i
CCn1c(SCc2ccc([N+](=O)[O-])cc2)nnc1C(C)NC(=O)c1ccccc1Br (stereo not drawn) | i | i | i | i | -10 | i | i | -5 | 0 | i | i
COCCOc1ccc(C(F)(F)F)cc1NC(=O)COC(=O)C12CC3CC(CC(O)(C3)C1)C2 | i | i | i | i | -5 | i | i | 1 | 8 | i | i
CC(C)Cn1c(N)c(C(=O)COC(=O)CN2C(=O)C3CC=CCC3C2=O)c(=O)n(C)c1=O (stereo not drawn) | i | i | i | i | -5 | i | i | 1 | 8 | i | i
COc1ccc(CN2CCN(C(=O)C3CCC(CNS(=O)(=O)c4ccccc4)CC3)CC2)c(OC)c1OC (stereo not drawn) | i | i | i | i | -11 | i | i | 0 | 5 | i | i

(cont.)
SMILES | TRPC4 act | KCNK3 inh | TMEM16A inh | KCNQ1 block | hERG protect | KCNQ1 act | TRPC4 potent | Dyrk1A ADPGlo | HDAC3 inhib | TMEM16A act | KCNK9 inh
Cc1ccc2c(c1)N(CCC(=O)NCC1CCCO1)C(=O)CO2 (stereo not drawn) | i | i | i | i | -10 | i | i | 3 | -1 | i | i
c1ccc2c(c1)CN1CCCC1=N2 | i | i | i | i | -2 | i | i | 4 | -6 | i | i
Cc1ccnc(NS(=O)(=O)c2ccc(NC(=O)CC(C)c3ccccc3)cc2)n1 (stereo not drawn) | i | i | i | i | -7 | i | i | 4 | -3 | i | i
O=C(Nc1ccc(N2CCCC2)c(Cl)c1)c1ccc([N+](=O)[O-])cc1 | i | i | i | i | -8 | i | i | 3 | -1 | i | i
CCc1ccc(NC(=O)CSCCN2C(=O)c3ccccc3C2=O)cc1 | i | i | i | i | -15 | i | i | -1 | 4 | i | i
CCOc1ccc(Nc2nc(N)c([N+](=O)[O-])c(N3CCN(C)CC3)n2)cc1 | i | i | i | i | -5 | i | i | 48 | 13 | · | i
CN(C1CCCCC1)S(=O)(=O)c1ccc(S(=O)(=O)N2CCN(CCC#N)CC2)cc1 | i | i | i | i | -7 | i | i | -7 | -3 | i | i
O=S(=O)(Cc1ccccc1)N1CCc2ccccc21 | i | · | i | i | -14 | i | i | · | 2 | · | i
CC(C)Oc1ccc(S(=O)(=O)N(C(C)C)C(C)C)cn1 | i | i | i | i | -2 | i | i | -7 | -3 | i | i
Cc1ccc(-n2nccc2-c2nn(-c3cccc(C(F)(F)F)c3)c(=O)n(C)c2=O)cc1 | i | i | i | i | -3 | i | i | -5 | -8 | i | i
CCN(CC)CCn1c2ccc(Cl)cc2c2nc(C)sc21 | i | i | i | i | -7 | i | i | 5 | 0 | i | i

This is a subset; rates above refer to the full screens.
